Pf Dd2 growth: Plasmodium falciparum Dd2 growth inhibition | actives 4.3% (n = 120,000) | AID 1347417 | P. falciparum Dd2 growth, SYBR Green, 72 h | Potency, µM (series often up to 28.9 µM), without a hit: at the top dose activity, negative = inhibition, hits mostly inhibitors; active = well fitted inhibition curve with a large enough effect; inconclusive = small, poorly fitted or top-dose-only effect; inactive = no such curve, though single readings can be large or run the other way;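 also: plate controls were DMSO vehicle for no effect and reference drug for full effect; nearly all actives have a fitted effect of over 65% in size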
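Readout: SYBR Green fluorescence, 485 nm excitation, 535 nm emission, after ~16 h lysis at 37C. Before that, Dd2-infected red cells (2.5% hematocrit) grew 72 h with compound, 29 uM top final concentration.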
Active calls of the source: *; i = inactive; ? = inconclusive; [ ] = remark or other dose. Potency is read from the fitted curve at half-maximal effect. An excerpt. The share of hits here may be higher or lower than overall.

SMILES | Pf Dd2 growth
Cc1ccccc1CCN1CCCC(CN(C)C(=O)Nc2ccccc2C)C1 (stereo unspecified) | ?
COc1ccc(-c2nc(-c3nnn4c3COC(c3ccc(Cl)cc3)C4)no2)cc1 (stereo unspecified) | 8.6%
O=C(C1CC(=O)N(c2n[nH]c3ccccc23)C1)N1CCC(c2nc3ccccc3[nH]2)CC1 (stereo unspecified) | -3.8%
COCCOCC(=O)N1CCCC(c2nn(C)c(=O)n2-c2ccccc2)C1 (stereo unspecified) | -2.2%
Cn1cc(CN2C[C@H](C(=O)Nc3nccs3)C[C@H]2c2cccc(C(F)(F)F)c2)cn1 | ?
COCCN1CCC(CNc2nccc(-c3ccccn3)n2)C1 (stereo unspecified) | -26.3%
COc1ccc(NC(=O)CC(C)S(=O)(=O)c2ccc3c(c2)NC(=O)CO3)cc1OC (stereo unspecified) | 38.5%[activator]
Cc1ccc(CN[C@@H]2CO[C@H](CNC(=O)c3ccccc3)[C@H]2O)cc1 | ?
CC(=O)NC1(C)CCN(Cc2cnc(-c3cccc(N4CCOCC4)c3)s2)CC1 | -0.3%[44.1 µM]
O=C(c1coc(COc2cccc(F)c2)n1)N1CCN(c2ccccc2)CC1 | 6.7%
CN(C)C[C@@H]1CN(c2ccncn2)C[C@H]1NC(=O)c1cc(Cl)ccc1F | i
Cc1ccc(C(C)C)c(OCC(=O)Nc2cccc(-c3nc4ncccc4o3)c2)c1 | -13.6%
Cc1cc(C)n(CCC(=O)N[C@@H]2CN(S(C)(=O)=O)C[C@H]2CN(C)C)n1 | 10.5%
COC(=O)c1ccccc1NC(=O)CCC(=O)N1CCOc2ccccc21 | 21.9%
COc1cccc(CC(=O)Nc2ccc3c(c2)CN(Cc2ccccc2F)C(=O)C(C)O3)c1 (stereo unspecified) | i
CCOC(=O)c1ccc(NC(=O)CC2C(=O)N(c3ccc(F)cc3)C(=O)N2Cc2ccc(C)cc2)cc1 (stereo unspecified) | 0.1%
O=C(Nc1ccc2nc(SCC(=O)N3CCCC3)sc2c1)c1cccc(Cl)c1 | i
Cc1nnc2c(Nc3cccc(O)c3)nc3ccccc3n12 | ?
Cc1cc(C(F)(F)F)c2c(N)c(C(=O)Nc3c(Cl)cccc3Cl)sc2n1 | -5.8%
Cc1nc(CCNC(=O)[C@H]2CNC[C@H](C(=O)N3CCOCC3)C2)sc1Cl | -9.2%
CCN(Cc1ccccc1)C(=O)c1cc2c(s1)-c1c(C)cccc1OC2 | -29.1%
Cc1ccc(-c2nnc(SCCOc3ccccc3)o2)cc1 | 6.2%
Cc1nnc(NC(=O)CSc2nc3c([nH]c4ccccc43)c(=O)n2-c2ccc(Cl)cc2)s1 | ?
CCCCN(C)c1nnc(NC(=O)Nc2ccc(Br)c(C)c2)s1 | -2.3%
COCCN(Cc1cnn(C)c1)C(=O)c1ccc2nc(C)cn2c1 | -1.0%
(further entries)
SMILES | Pf Dd2 growth
O=C(NCCCN1CCCc2ccccc21)C1Cn2cccc2C(=O)N1Cc1cccnc1 (stereo unspecified) | 8.91µM*
Cc1ccccc1C(=O)Nc1ccc2nc(SCC(=O)N(C)c3ccccc3)sc2c1 | ?
CC(=O)c1c(C)n(-c2cccc(C)c2)c2ccc(OC(=O)COc3ccccc3)cc12 | -6.5%
COc1ccc(C(=O)NC[C@@H]2C=C(C)[C@H](CC(=O)N3CCN(C(C)=O)CC3)C[C@H]2C(C)C)cc1 | -16.5%
CCCn1ccc2sc(C)c(C(=O)NCc3ccccc3)c2c1=O | -10.6%
CN1CCN2C(=O)N(Cc3cccnc3)C[C@H]2C1 | -15.0%[44.1 µM]
Cc1cccc(C)c1-c1nc(C(=O)N(C)C)n2ccccc12 | ?
Cc1cccc(NC2=CC(c3cccc(Br)c3)N(c3cccc(C)c3)C2=O)c1 (stereo unspecified) | i
NC(=O)c1cc[nH]c1C1CCCN(S(=O)(=O)c2cccc3cccnc23)C1 (stereo unspecified) | 14.6%
O=C(NCCC(c1ccccc1)c1ccccc1)c1cn(C2CCCCC2)nn1 | -2.5%
COCCN1CCOC2(CCN([S+](=O)([O-])c3ccccc3C)CC2)C1=O | -24.5%[44.1 µM]
C#CCNC(=O)c1nc(-c2cccnc2)c2ccccn12 | i
CN(C)C[C@@H]1CN(Cc2cccnc2)C[C@H]1NC(=O)CCn1cccn1 | 31.0%[activator]
COc1cc2c(cc1OCC1CCCC1)N(C(=O)C1CCC(C)CC1)CC21CCN(CC(=O)O)CC1 (stereo unspecified) | -24.0%
COc1ccc(CN2CC[C@H](c3nc4ccc(C)cc4[nH]3)C2)cc1 | i
CN(C)c1ccc(C(=O)NCC2CCN(c3cc(-c4ccccc4)[nH]n3)CC2)cc1 | ?
Cc1ccc(OCCn2c(COc3ccc(Cl)cc3)nc3ccccc32)cc1 | 0.3%
Cc1ccc(S(=O)(=O)c2nnn3c2nc(NCCc2ccccc2)c2sccc23)cc1 | i
Cc1nc2ccc(S(=O)(=O)N(CC(=O)Nc3ccc(Cl)cc3)Cc3ccccc3)cc2s1 | -21.2%
COc1ccc(Cn2c(C3CCN(C(=O)c4ccc(C#N)cc4)CC3)n[nH]c2=O)cc1 | ?
O=C1NC(C(=O)NC2CCN(Cc3ccccc3)CC2)Cn2cccc21 (stereo unspecified) | -8.2%
CCCCOc1ccc(C(=O)N(Cc2ccc(N(C)C)cc2)Cc2ccco2)cc1 | -10.2%
CCN(CC)C1CCOC2(CCN(C(=O)Cc3c(C)noc3C)CC2)C1 (stereo unspecified) | 17.5%
CCN1c2cc(C(=O)N3CCN(c4ccccn4)CC3)ccc2C(=O)N2CCCCC21 (stereo unspecified) | i
O=C(O)C1CN(CC2CC2)CCN(C(=O)c2cc(=O)[nH]o2)C1 (stereo unspecified) | -1.7%
(next part)
SMILES | Pf Dd2 growth
Cc1oc(-c2cc(F)ccc2F)nc1CN1CCN(c2ccccc2)CC1C (stereo unspecified) | -27.5%
CCCc1cc(-c2nc3c([nH]2)CC(c2ccccc2OC)CNC3=O)on1 (stereo unspecified) | ?
O=C(Nc1nn(-c2cccc(F)c2)c2cccc(N3CCOCC3)c12)C1CCC1 | 7.7%
COC(=O)c1ccc(Nc2ncnc3c2nc2n3CCCC2)cc1 | ?
Cn1c(-c2cccc(Br)c2)cnc1NCc1cccc(F)c1 | ?
CCC1CCCCN1S(=O)(=O)c1ccc(C(=O)Nc2sc3c(c2C(=O)NC)CCC3)cc1 (stereo unspecified) | 12.6µM*
Cc1ccc(CSC2=Nc3ccccc3C3=NC(CCC(=O)NC4CCCCC4)C(=O)N23)cc1 (stereo unspecified) | ?
CCOC(=O)c1cc(-c2ccccc2)n(CCCC(=O)Nc2cc(C)ccc2OC)c1C | ?
COc1ccccc1NC(=O)Cn1c(=O)n(Cc2ccccc2)c(=O)c2c1c1cc(C)ccc1n2C | 9.7%
Cc1cccc(Cn2c(=O)n(CCC(=O)NCc3ccc4c(c3)OCO4)c(=O)c3sccc32)c1 | 54.8%[activator]
O=C(NCc1ccccc1)c1cc2n(n1)CC(c1ccc(Cl)cc1)OC2 (stereo unspecified) | i
CCOC(=O)N1CCc2c(sc3c2c(=O)n(-c2ccc(Cl)cc2)c(=O)n3CC(=O)c2ccc(F)cc2)C1 | i
CCOc1ccccc1NC(=O)CN1C(=O)COc2ccc(S(=O)(=O)NC3CCCC3)cc21 | i
COc1ccccc1Nc1c2c(nc3ccc(NC(=O)c4ccc(N(C)C)cc4)cc13)CCCC2 | 5.62µM*
COc1ccc(C[C@H](NC(=O)[C@@H]2C[C@H](NC(=O)CC(C)(C)C)CN2C(=O)CC(C)(C)C)C(N)=O)cc1 | 6.8%
COc1ccc(S(=O)(=O)N2CCC(C3CCN(C(C)=O)CC3)C2)cc1 (stereo unspecified) | ?
Cc1ccc(NC(=O)CCS(=O)(=O)c2cc(Br)cc3c2N(C(=O)C2CC2)CC3)cc1 | 1µM*
Cc1ccc(C)c(S(=O)(=O)c2nnn3c2nc(NC(C)C)c2sccc23)c1 | ?
COc1cc2c(cc1OC)C(C[C@H]1CN(C(=O)Cc3ccccc3)CC[C@H]1CC(=O)O)=NCC2 | -5.0%
COc1ccccc1N1CCN(c2ncnc3c2cnn3-c2ccc(C)cc2)CC1 | 4.0%
COCCN1C(=O)CC[C@]2(C(=O)N3CCCCCC3)CCCC[C@@H]12 | -9.5%
COc1ccc(NC(=O)[C@@H]2C[C@H](c3ccc(F)cc3)N(Cc3csc(C)n3)C2)cc1 | -13.6%[44.1 µM]
COc1ccc(-c2ccc3ncn(Cc4ccccc4)c(=O)c3n2)cc1OC | i
CCN(CC)c1cc(CCC(=O)N2CCC(C)CC2)ccn1 | ?
COC(=O)c1ccc(CN2C(=O)[C@@H]3C[C@@H](O)CN3C3(CN(Cc4cccc(OC(F)(F)F)c4)C3)C2=O)cc1 | -14.3%
(next part)
SMILES | Pf Dd2 growth
COc1cccc(N2C(=O)NC(=NC3CCCCC3)C23CCN(C(=O)c2ccccc2F)CC3)c1 | ?
CC(C)COC(=O)/C(C#N)=C\c1ccc(-c2ccccc2Cl)o1 | 1.12µM*
COc1ccc(NC(=O)Cn2c(=O)oc3ccccc32)cc1 | 35.5%[activator]
CCCS(=O)(=O)N1CCC(Oc2ccccc2-c2nc(-c3ccncc3)no2)C1 (stereo unspecified) | ?
CN1C(=O)CCC2(CNC(=O)NCCc3ccccc3)CCCC=C12 (stereo unspecified) | ?
Cn1nc(C2CCCN2)c2c(C(=O)N3CCOCC3)cc(C3CC3)nc21 (stereo unspecified) | 0.4%
Cc1cc(C)cc(C(=O)Nc2ccc3c(N4CCCC4)ncnc3c2)c1 | 0.708µM*
O=C1N(CC2CC2)CCCC12CCN(S(=O)(=O)N1CCOCC1)C2 (stereo unspecified) | 0.4%
Cc1ccc(Sc2c(C)nn(C(=O)COc3ccccc3)c2C)cc1 | 24.8%
c1ccc2c(c1)CC(N1CCC(CN(Cc3ccc4nonc4c3)CC3CCCO3)CC1)C2 (stereo unspecified) | ?
COCCn1ccc2c(C3=CCOCC3)nc(-c3cccc(O)c3)cc21 | i
CCN(CC)S(=O)(=O)c1ccc2nc(NC(=O)c3cccnc3)sc2c1 | -22.2%
O=C(NCc1ccnc2[nH]ccc12)c1ccc2c(c1)OCO2 | 3.4%[44.1 µM]
CCN1c2cc(C(=O)N3CCN(c4cccc(C)c4)CC3)ccc2C(=O)N2CCCCC21 (stereo unspecified) | -21.5%
CN(Cc1ccc(-c2ccccc2)cc1)Cc1cccc2ccccc12 | 1.2%
O=[S+]([O-])(c1cccc(C(F)(F)F)c1)N1CC(Oc2ccc3c(c2)OCO3)C1 | 15.7%
Cc1ccc(C)c(NC(=O)c2cnc3sc(N4CCOCC4)nn3c2=O)c1 | i
Cc1ccccc1C(=O)N(Cc1ccc(N(C)C)cc1)Cc1ccco1 | 10.9%
COc1cccc2sc(N(Cc3cccnc3)C(=O)c3ccco3)nc12 | ?
CC1=C(c2ccc(Cl)cc2)S(=O)(=O)NC1=NCCCN1CCN(c2cc(C)ccc2C)CC1 | ?
O=C(c1cc(C2CC2)nc2onc(C3CCCNC3)c12)N1CCC(F)CC1 (stereo unspecified) | -0.8%
Cc1nc(CN2C[C@H](C(=O)NCc3ccc4c(c3)OCO4)C[C@@H]2c2ccc(F)cc2)cs1 | -11.4%
COc1ccccc1/C=C/CN1CCNC(=O)C1CC(=O)NCc1ccon1 (stereo unspecified) | 8.5%
Cc1noc(-c2cccn3c(CNC(=O)c4cccc(F)c4)nnc23)n1 | i
CCc1ccc(NC(=O)Cc2csc(COc3cccc(C)c3)n2)cc1 | ?
Additional entries:
SMILES | Pf Dd2 growth
Cc1cccc(NC(=O)C2CC(=O)N(c3n[nH]c4cccc(F)c34)C2)c1 (stereo unspecified) | 1.7%
Cc1ccc(C(=O)CC2(O)C(=O)N(Cc3ccccc3)c3ccccc32)c(C)c1 (stereo unspecified) | ?
CCN(CC)C(=O)c1cn2ccnc(-c3ccc(C)cc3)c2n1 | i
CCS(=O)(=O)NCC(=O)N1CCCCCNC(=O)CC1c1ccccc1 (stereo unspecified) | 8.3%
COc1ccc(CC(=O)NCC(c2cccs2)S(=O)(=O)c2ccc(F)c(C)c2)cc1 (stereo unspecified) | i
Cc1noc2ncnc(N3CCCC(C(=O)NC(C)C)C3)c12 (stereo unspecified) | 2.7%
CC(C)(C)c1ccnc(N[C@H]2CO[C@H]3[C@@H]2OC[C@@H]3NC(=O)CCCC(=O)O)n1 | -11.0%[44.1 µM]

Gathered by group, the entries above with a Cl atom.
SMILES | Pf Dd2 growth
COc1ccc(-c2nc(-c3nnn4c3COC(c3ccc(Cl)cc3)C4)no2)cc1 (stereo unspecified) | 8.6%
CN(C)C[C@@H]1CN(c2ccncn2)C[C@H]1NC(=O)c1cc(Cl)ccc1F | i
O=C(Nc1ccc2nc(SCC(=O)N3CCCC3)sc2c1)c1cccc(Cl)c1 | i
Cc1cc(C(F)(F)F)c2c(N)c(C(=O)Nc3c(Cl)cccc3Cl)sc2n1 | -5.8%
Cc1nc(CCNC(=O)[C@H]2CNC[C@H](C(=O)N3CCOCC3)C2)sc1Cl | -9.2%
Cc1nnc(NC(=O)CSc2nc3c([nH]c4ccccc43)c(=O)n2-c2ccc(Cl)cc2)s1 | ?
Cc1ccc(OCCn2c(COc3ccc(Cl)cc3)nc3ccccc32)cc1 | 0.3%
Cc1nc2ccc(S(=O)(=O)N(CC(=O)Nc3ccc(Cl)cc3)Cc3ccccc3)cc2s1 | -21.2%
O=C(NCc1ccccc1)c1cc2n(n1)CC(c1ccc(Cl)cc1)OC2 (stereo unspecified) | i
CCOC(=O)N1CCc2c(sc3c2c(=O)n(-c2ccc(Cl)cc2)c(=O)n3CC(=O)c2ccc(F)cc2)C1 | i
CC(C)COC(=O)/C(C#N)=C\c1ccc(-c2ccccc2Cl)o1 | 1.12µM*
CC1=C(c2ccc(Cl)cc2)S(=O)(=O)NC1=NCCCN1CCN(c2cc(C)ccc2C)CC1 | ?

For reference, some entries already given:
SMILES | Pf Dd2 growth
Cc1cccc(NC(=O)C2CC(=O)N(c3n[nH]c4cccc(F)c34)C2)c1 (stereo unspecified) | 1.7%
Cc1ccc(C(=O)CC2(O)C(=O)N(Cc3ccccc3)c3ccccc32)c(C)c1 (stereo unspecified) | ?

Compound activity (PubChem)
